High-throughput results as filed in PubChem.
NR2E3 ag-1: agonists of human NR2E3 nuclear receptor; CHO-S Gal4-NCOR/VP16-NR2E3 two-hybrid, luciferase; Q9Y5X4; AID 602229; 0.35% of 360,000 active; inhibition of corepressor binding, % at 3.98 µM;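 active means inhibition above the mean of all tested compounds plus 3 SD, cut at about 70% in these data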;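 further: 0% = DMSO with NR2E3 transfected cells and 100% = cells lacking NR2E3 construct; higher means lower luciferase signal from less NR2E3 corepressor binding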
Target sequence (Q9Y5X4 whole entry, looked up, the tested form may be a part): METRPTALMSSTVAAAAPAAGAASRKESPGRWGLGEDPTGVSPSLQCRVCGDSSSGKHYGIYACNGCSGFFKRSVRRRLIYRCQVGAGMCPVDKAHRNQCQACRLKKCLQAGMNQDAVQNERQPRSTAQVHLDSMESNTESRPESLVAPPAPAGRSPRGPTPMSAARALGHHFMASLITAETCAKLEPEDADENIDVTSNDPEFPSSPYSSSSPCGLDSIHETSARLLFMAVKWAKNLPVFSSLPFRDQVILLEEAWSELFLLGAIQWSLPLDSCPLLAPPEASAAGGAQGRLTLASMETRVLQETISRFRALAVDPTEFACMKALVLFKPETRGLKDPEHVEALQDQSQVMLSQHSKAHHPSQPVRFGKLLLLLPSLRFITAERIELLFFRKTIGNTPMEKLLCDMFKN
MITF TRPM1 inh: inhibitors of MITF-driven TRPM1 promoter in melanoma cells. SK-MEL-5 TRPM1 promoter luciferase, 24 h. inhibition, % at 12.5 µM. 0.83% of 330,000 active;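 active means mean inhibition across replicates of 60% or more, whatever share of single replicates reaches that level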; further: values of inactives mirror those of a sister screen read the other way
Shn3 inh set2: inhibitors of Schnurri-3 3'UTR reporter in osteoblasts; Clone20 osteoblast Shn3 3'UTR firefly luciferase, 24 h; 0.52% of 360,000 active; inhibition, % at 12.5 µM;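 active means mean inhibition of at least 75% with every replicate also reaching 75%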;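 further: 0% = median of neutral control wells and 100% = pilot-screen positive control compound; some compounds past the cut are filed as inactive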
aDG glyco up: alpha-DG glycosylation activation | Pro5-aDG cells, alpha-DG glycosylation AlphaScreen (IIH6); 0% Pro5, 100% B10-LARGE cell signal | activation, % at 10 µM | 0.22% of 360,000 active | AID 624168;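 active means activation of at least 8% versus controls, or a plate z-score of at least 8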;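 further: Pro5 are CHO cells carrying HIG-tagged alpha-DG that lacks glycosylation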
HIF-2a inh: HIF-2a inhibition; 786-0 RCC cells HIF-2a reporter, luciferase luminescence, overnight; inhibition, % at 18.8 µM; 0.72% of 360,000 active;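 active means inhibition of the luminescence signal of 40% or more relative to plate controls, in a single-dose primary screen at 18.75 µM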
NR2E3 ag-2: activates human photoreceptor nuclear receptor NR2E3. Q9Y5X4. GST-NR2E3/biotin-RetCOR TR-FRET, 1536-well. inhibition of corepressor binding, % at 4.78 µM. 0.12% of 320,000 active. AID 2300;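 active means percent inhibition above the cutoff of mean plus 3 SD of all tested compounds, set per screening campaign, cut at about 20% in these data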;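 further: 0% = DMSO wells and 100% = biotin wells as full block of FRET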
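Material: NR2E3–RetCOR corepressor complex / Incubation: Compound–protein incubation for 5 h at 4 °C / Dosing: compound at 4.8 µM, single dose / Detection: time-resolved FRET / Benchmarks: high control biotin, low control 0.6% DMSO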
TWEAK-Fn14 inh: inhibitors of TWEAK-Fn14 interaction signaling | TWEAK-stimulated Fn14 reporter cells, luciferase luminescence, 8 h | inhibition, % at 10 µM | 2% of 360,000 active; in the data active means inhibition above about 50%
Peg3 promoter: reduces Peg3 promoter-driven luciferase expression in HeLa; HeLa PEG-Prom luciferase reporter, luminescence, overnight; inhibition, % at 20 µM; 1.7% of 360,000 active;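 active means inhibition of at least 50% at 20 µM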
KKLEB tox: counter-screen for CF NF-kB inhibitors: cytotoxicity; KKLEB CF airway cells viability, ATPlite luminescence, overnight; stronger effect = lower value; cells stimulated with P. aeruginosa culture filtrate; activity change (cytotoxicity), % at 5 µM; AID 602141; 0.36% of 360,000 active;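 active means corrected activity change at or below -50% at 5 µM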
hiPSC survival: increases survival of single human iPS cells; hiPSC single-cell survival, ATPlite luminescence; 100% = ROCK inhibitor wells, 0% = DMSO; survival enhancement, % at 20 µM; 0.044% of 360,000 active; in the data active means survival enhancement above about 18%;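 further: cells exposed to compounds for 16 hours before the ATP read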
CF NFkB block: inhibitors of cystic fibrosis induced NF-kB; KKLEB NF-kB-GFP reporter, PAF-induced, GFP fluorescence overnight; inhibition, % at 5 µM; 0.86% of 360,000 active; AID 588850;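 active means at least 50% inhibition at 5 µM, scaled per plate between neutral and stimulator controls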;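 further: PAF is a Pseudomonas aeruginosa culture filtrate used as stimulus; plate controls were PAF-stimulated DMSO wells for no effect and unstimulated DMSO wells for full effect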
* hit, by the source's call; nt = no result given.

SMILES	NR2E3 ag-1	MITF TRPM1 inh	Shn3 inh set2	aDG glyco up	HIF-2a inh	NR2E3 ag-2	TWEAK-Fn14 inh	Peg3 promoter	KKLEB tox	hiPSC survival	CF NFkB block
CCOc1ccc(-n2c(O)c(/C=N/Nc3nc(C)cc(C)n3)c3ccccc3c2=O)cc1	-18	68*	91*	-0.3	15	-8	49	34	-2	-0.2	4
CN1C[C@@H]2[C@@H]3C(=O)N(C)C(=O)[C@@H]3[C@](C)(C1=O)N2C(=O)c1ccc(Br)cc1	-5	-8	-3	-0.2	8	nt	10	-7	-4	2.3	4
CCn1c(CNc2ccc(F)cc2)nnc1SCCN1CCCCC1	4	3	18	-0.1	4	2	-12	8	-39	-1.2	17
CCOc1ccc(NC(=O)CCC(=O)NNC(=O)c2ccco2)cc1	13	4	-12	-0.2	13	2	-5	-1	-1	-0.3	-29
O=C(NCCCn1ccnc1)c1cc2ccccc2oc1=O	1	-11	-55	-0.1	-6	-1	3	-30	4	0.1	23
OCCc1c[nH]c2cc(F)ccc12	8	-13	-7	-0.2	10	5	-9	-3	-4	-1.8	-2
COc1ccc2c(CC(=O)OCc3nc4ccsc4c(=O)[nH]3)coc2c1	-11	-2	-5	-0.1	19	nt	3	12	-15	-0.1	6
O=C(Nc1ccc(-c2nnco2)cc1)c1ccccc1	-26	-45	-14	-0.1	-91	0	-10	-75	-2	0.2	0
CCc1nc2c(OCc3ccccc3OC)cccn2c1N(C)C(=O)C(C)C	11	nt	2	0.0	19	nt	-5	12	0	2.0	-29
O=C(CCN1C(=O)COc2ccccc21)NCCCN1CCCC1	-16	11	-28	6.4*	7	1	1	-21	-1	-0.4	19
O=C(CC(=O)Nc1cc(Cl)ccc1Cl)Nc1cc(Cl)ccc1Cl	19	-1	-1	-0.1	-21	3	-24	20	-2	-0.7	-5
Cc1c(CC(=O)NCCCC(=O)O)c(=O)oc2cc3c(cc12)CCC(C)(C)O3	-37	51	19	0.2	61*	-1	81*	25	-6	-0.4	10
C[C@H](NC(=O)c1nc[nH]c1C(=O)N[C@H](C)c1ccccc1)C(=O)OCc1ccccc1	-17	4	-16	0.2	0	3	-24	-12	10	-2.3	-11
Cn1c(=O)cc(SCC(=O)NCCN2CCN(c3ccccc3F)CC2)c2cc(Cl)ccc21	2	-6	2	0.4	-3	-6	11	6	6	-3.2	-5
O=C(CCc1nnc(Cc2c[nH]c3ccccc23)o1)NC1CCCC1	-4	2	-21	-0.1	5	1	11	10	6	-0.4	16
COc1ccc(OCc2nn3c(Cn4cnc5ccccc54)nnc3s2)cc1	38	14	39	1.2	7	5	13	28	-5	-1.1	-2
COc1cccc(CN2CCN(Cc3ccc4c(c3)OCCO4)CC2CCO)c1 (stereo not given)	-11	-5	-7	0.0	15	-3	-19	8	-4	-0.4	14
Cc1cc(C)c(O)c(-c2cc(C(=O)Nc3c(C)n(C)n(-c4ccccc4)c3=O)[nH]n2)c1	-7	-6	nt	0.1	12	3	24	7	-14	0.2	16
COc1cccc(CN(C)CC(O)COc2cc(Cl)ccc2Cl)c1 (stereo not given)	-13	-7	0	0.1	18	1	-1	11	-1	-0.1	-6
Cc1ccc(NC(=O)CCC(=O)c2ccc(Cl)s2)nc1	-11	-8	-12	-0.1	-34	1	15	-20	15	1.9	7
O=C(N/N=C/c1cccnc1)c1cc(-c2ccccc2Cl)nc2ccccc12	-6	-3	3	-0.2	14	2	-3	-8	21	-0.1	-8
Cc1cc(C)nc(SCSc2nc(C)cc(C)n2)n1	2	-1	15	-0.2	-8	nt	-23	-3	-6	-1.7	15
CCCCCn1c(=O)c(-c2nc3ccccc3[nH]2)c(O)c2ccccc21	-11	13	21	1.0	-55	3	27	-92	-1	-1.0	-1
CC(C)Cc1nnc(NC(=O)CN2C(=O)NC3(CCCC3)C2=O)s1	4	9	-12	-0.2	11	-3	-9	0	11	-0.3	-6
Cc1ccc(-c2c[n+](CC(=O)Nc3c(C)cccc3C)c3n2CCC3)cc1	14	nt	nt	-0.2	20	3	-3	-8	-2	-0.7	4
New compounds follow.
SMILES	NR2E3 ag-1	MITF TRPM1 inh	Shn3 inh set2	aDG glyco up	HIF-2a inh	NR2E3 ag-2	TWEAK-Fn14 inh	Peg3 promoter	KKLEB tox	hiPSC survival	CF NFkB block
CCN(CC)C(=O)c1[nH]cnc1C(=O)NCC(=O)OC(C)(C)C	8	-1	10	-0.1	-4	3	13	-2	-10	-1.4	-3
O=C(O)C1CCCCC1C(=O)NCCCCc1ccccc1 (stereo not given)	4	-15	9	-0.2	-10	3	-6	3	-6	-2.0	-1
CC(C)(C)NC(=O)CSc1nnc(C2CC2)n1-c1ccccc1	-10	-1	-9	0.0	15	3	2	-7	4	-0.2	-25
COC(=O)c1ccccc1Sc1c(/C=N/OCc2ccc(Cl)cc2)c(C(F)(F)F)nn1C	-24	5	5	0.4	35	0	13	20	1	-1.5	2
COc1ccccc1C(=O)NCCC(=O)NCC1CCCCC1	-4	5	-8	-0.1	-22	nt	14	-1	-10	1.5	4
CCOc1ccccc1NC(=O)COC(=O)C1CCC(=O)N1 (stereo not given)	20	-11	-19	0.6	12	nt	-10	12	-7	1.4	-2
Cc1cc(C(=O)Nc2cccc3ccccc23)oc1C	-50	nt	-40	0.9	-82	nt	24	-63	-4	1.9	13
CCc1c(C)nc(N2CCOCC2)[nH]c1=O	-13	6	-22	0.2	-1	5	-5	-3	8	1.7	0
COc1ccccc1N(C(=O)c1ccco1)C(C(=O)NC1CCCC1)c1ccncc1 (stereo not given)	9	1	-1	-0.2	11	0	17	12	5	0.0	1
Cc1ccc(-c2ccc(C#N)c(=O)n2CC(=O)N(C)C)cc1	-14	4	-21	0.5	21	2	-17	22	8	-0.8	-6
O=c1c2cc(NC(=S)NC3CC3)ccc2nc2n1CCCCC2	-18	-8	-9	0.0	-1	-1	-19	-7	-2	-0.2	-1
O=C(Nc1ccccc1)N1CCN(CCc2ccccc2)CC1	-10	2	22	-0.2	6	-1	10	5	6	-0.4	5
OCCc1c[nH]c2ccc(C(F)(F)F)cc12	4	-8	-4	0.0	-1	1	8	-7	16	-0.7	-16
CCNc1nc(Sc2ccc(C)cc2)cc(C(F)(F)F)n1	-2	2	1	0.3	8	4	24	1	-20	2.5	21
CN(C)N=Nc1ccc(S(N)(=O)=O)cc1	-8	5	19	0.2	9	-1	-1	-9	2	1.1	-1
Cc1ccc(S(=O)(=O)CCC(=O)OC(C)c2nnc(-c3cccs3)o2)cc1 (stereo not given)	6	16	-8	0.1	2	nt	-1	9	15	-0.6	-10
CCc1nnc(NC(=O)c2cc3ccccc3oc2=O)s1	-7	-25	-7	-0.1	-57	0	4	-29	5	-2.4	-4
COc1ccccc1NC(=O)CCCn1c(=S)[nH]c2ccccc2c1=O	-17	8	12	0.3	15	1	-8	16	-2	1.8	3
CCCCN(C(=O)CSc1cc(C)c2ccc(OC)cc2n1)c1c(N)n(Cc2ccccc2)c(=O)[nH]c1=O	-27	4	-11	0.0	16	2	5	21	-13	0.8	12
Cc1ccc2c(C(=O)CN3CCCC3)c(C)[nH]c2c1	12	3	10	0.1	1	2	-17	7	-8	-0.3	8
CCC(=O)N1CCN(c2ccccc2NC(=O)c2ccc([N+](=O)[O-])o2)CC1	10	42	-12	0.2	1	3	24	14	-2	-0.2	-4
CN(C)CCN1CCN([C@H]2CS(=O)(=O)N[C@@H]2COCc2ccccc2)CC1	-3	nt	0	0.0	-4	nt	-8	-8	0	5.3	-16
CCN(CC)C(=O)Cn1cc(C(=O)C(=O)N2CCN(c3ccc(OC)cc3)CC2)c2ccccc21	20	-4	16	-0.2	7	1	17	-10	4	0.5	3
CC(C)(C)[C@H]1C=C(C(=O)O)O[C@@H](OCc2ccc(CO)cc2)C1	6	6	-1	0.0	10	3	3	1	-2	-1.7	1
Cc1ccc(CNc2nc3ccc(C)cc3n3cnnc23)cc1	-9	nt	-26	-0.1	-9	3	-25	-12	5	3.6	8

In a second layout: four of the compounds above
SMILES,NR2E3 ag-1,MITF TRPM1 inh,Shn3 inh set2,aDG glyco up,HIF-2a inh,NR2E3 ag-2,TWEAK-Fn14 inh,Peg3 promoter,KKLEB tox,hiPSC survival,CF NFkB block
CCOc1ccccc1NC(=O)COC(=O)C1CCC(=O)N1 (stereo not given),20,-11,-19,0.6,12,nt,-10,12,-7,1.4,-2
CN(C)CCN1CCN([C@H]2CS(=O)(=O)N[C@@H]2COCc2ccccc2)CC1,-3,nt,0,0.0,-4,nt,-8,-8,0,5.3,-16
O=C(O)C1CCCCC1C(=O)NCCCCc1ccccc1 (stereo not given),4,-15,9,-0.2,-10,3,-6,3,-6,-2.0,-1
O=C(Nc1ccccc1)N1CCN(CCc2ccccc2)CC1,-10,2,22,-0.2,6,-1,10,5,6,-0.4,5

Additional results follow.
SMILES	NR2E3 ag-1	MITF TRPM1 inh	Shn3 inh set2	aDG glyco up	HIF-2a inh	NR2E3 ag-2	TWEAK-Fn14 inh	Peg3 promoter	KKLEB tox	hiPSC survival	CF NFkB block
N#Cc1cc(NC(=O)c2ccc(Cl)cc2)ccc1Sc1ccccc1	32	nt	42	0.1	-131	nt	64*	42	-39	-1.0	39
Cc1ccc(S(=O)(=O)Nc2nc(C)c(C(=O)NNS(=O)(=O)c3cc(C)ccc3C)s2)cc1	-1	-3	-2	-0.4	-1	2	-17	-11	-1	0.3	19
Cc1c(C(=O)NC(=S)NCc2cccnc2)cccc1[N+](=O)[O-]	-18	7	-22	0.0	10	3	-6	6	13	-0.3	-22
CC(=O)Nc1ccc(S(=O)(=O)N2CCN(S(=O)(=O)c3ccc(NC(C)=O)cc3)CC2)cc1	-21	-2	-2	-0.1	6	nt	25	10	2	1.8	-1
Cc1ccc(C(C)C)c2c1C(c1ccc3c(c1)OCO3)CC(=O)O2 (stereo not given)	-23	5	-10	-0.1	3	nt	25	16	-11	0.2	29
Cc1cc(C)n2nc(SCC(=O)N(CCC#N)c3ccc(F)cc3)nc2n1	-7	2	-2	0.2	17	4	2	28	-19	2.6	4
CCC1CCCCN1C(=O)CSc1nc(N)cc(N)n1 (stereo not given)	5	nt	3	0.0	3	-4	2	-13	7	1.8	10
O=C(Nc1ccccc1C(=O)N1CCOCC1)C1CC(=O)N(C2CCCC2)C1 (stereo not given)	11	2	-2	-0.1	13	2	-1	5	-3	0.7	21
O=C(NNC(=O)c1cccnc1)Nc1cccc2ccccc12	-34	10	-9	0.0	7	1	8	8	-6	2.5	1
CC(=O)c1cc2c(cc1NS(=O)(=O)c1cccc(C(=O)O)c1)OCO2	-21	-2	-10	-0.1	8	2	14	-3	3	-0.6	2
COc1ccc(C(=O)Nc2ccccc2C(=O)Nc2ccccc2C(=O)O)cc1	-135	-39	-136	-0.1	-304	1	-3	-171	-8	-0.5	-11
Nc1nc(C(c2ccccc2)c2ccccc2)cs1	-13	1	18	-0.2	-5	1	4	5	13	0.4	-2
Cc1ccc2[nH]c(O)c(N=Nc3ccccc3[N+](=O)[O-])c2c1	-20	-4	-17	-0.3	-105	nt	-3	-54	-2	2.6	-25
CCCCCN1CC(=O)N2Cc3[nH]c4ccccc4c3C[C@H]2C1=O	6	-7	1	0.1	-2	5	14	-1	-5	0.2	15
Cc1ccc(C)c(NC(=O)CSc2nccn2Cc2ccco2)c1	-32	-27	-22	-0.1	-89	-2	-12	-104	-5	-0.1	10
